Screening results as filed in PubChem.
IL-1B inflam inh – blocks inflammasome-driven IL-1 beta release; THP-1 LPS/ATP IL-1B secretion, AlphaLISA, 16 h; hits give low values; activity change, % at 57.5 µM; 360,000 compounds, 4.7% hits; AID 743279; in the data active = activity change below about -50%; inconclusive = mostly about -30% to -49%; also: % is scaled to controls: 0 for no effect and ±100 for the full control effect
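Secreted IL-1B measured by AlphaLISA bead assay after 16 h compound exposure of THP-1 cells; compounds (final up to 57.5 uM) added 1 h before LPS (250 ng/mL) and ATP (1.25 mM) stimulation; lower signal means less secretion.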
HT1080-NT tox – kills 2HG-producing HT-1080-NT fibrosarcoma cells; HT-1080-NT fibrosarcoma viability, CellTiter-Glo ATP luminescence, 48 h; Potency, µM (highest dose often 46.1 µM), for the others: at the top dose activity, negative = less viability, most hits filed as cytotoxic; 360,000 compounds, 1.6% hits; AID 686970;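 also: NT is the 2HG producing partner of a matched IDH1 knockdown line; potency is read from the fitted curve at half-maximal effect; 0% = DMSO-treated cells and -100% = media-only wells without cells; nearly all actives have a fitted effect of over 55% in size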
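Viability by CellTiter-Glo luminescence after 48 h compound exposure at 37C of HT-1080-NT cells (750/well, RPMI, 5% FBS). % activity scaled between DMSO wells and medium-only wells, then curve-fitted and categorized by curve class.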
KB-V1 MDR tox – KB-V1 MDR subline cytotoxicity; KB-V1 MDR cells viability, CellTiter-Glo, 72 h; 400,000 compounds, 3.4% hits; Potency, µM (titrated, usually from 46.1 µM), for inactives: at the top dose activity change, negative = cytotoxicity, hits mostly cytotoxic; AID 1347076; also: potency is read from the fitted curve at half-maximal effect; % is scaled to controls: 0 for no effect and ±100 for the full control effect; nearly all actives have a fitted effect of over 60% in size
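Compound-treated KB-V1 multidrug-resistant cells, 72 h, 37 degrees C; viability by CellTiter-Glo. Fitted qHTS curves give the values.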
HT1080 IDH1KD tx – HT-1080 IDH1 knockdown cell toxicity (counter line); HT-1080 IDH1 knockdown viability, ATP luminescence, 48 h; Potency, µM (titrated, usually from 46.1 µM), inactives show at the highest dose activity, negative = toxicity, hits mostly cytotoxic; 360,000 compounds, 2% hits;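 also: potency is read from the fitted curve at half-maximal effect; 0% = DMSO wells and -100% = cell-free medium wells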
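After a 2 h attachment period, IDH1KD HT-1080 cells took pin-transferred compound for 48 h at 37 °C; ATP-based luminescence after 10 min room-temperature reagent incubation reported viability.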
SW480 rereplic – inducers of DNA re-replication in SW480 colon cancer cells. SW480 DNA re-replication, Hoechst DNA content imaging, 48 h. Potency, µM (series often up to 46.1 µM), for the others: at the highest dose re-replication activation, most hits filed as activators. 340,000 compounds, 1.8% hits. AID 624297; also: potency is read from the fitted curve at half-maximal effect; % of control where 0% means no effect; nearly all actives have a fitted effect of over 55% in size
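Hoechst fluorescence of nuclei (405 nm excitation, 500-530 nm emission) measured by plate-scanning imager after 48 hr compound exposure at 37 C; re-replication scored as increased number of nuclei with elevated intensity.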
GLP-1R agonist – agonists of human GLP-1 receptor | P43220 | HEK293 GLP-1R CRE-luciferase, luminescence, 4-6 h; cells express a hypersensitive GLP-1R form | Potency, µM (doses to about 45.6 µM), inactives show top-dose activation, hits mostly activators | 380,000 compounds, 0.007% hits | AID 624172; also: potency is read from the fitted curve at half-maximal effect; % of control where 0% means no effect
Target sequence (P43220 whole entry, looked up): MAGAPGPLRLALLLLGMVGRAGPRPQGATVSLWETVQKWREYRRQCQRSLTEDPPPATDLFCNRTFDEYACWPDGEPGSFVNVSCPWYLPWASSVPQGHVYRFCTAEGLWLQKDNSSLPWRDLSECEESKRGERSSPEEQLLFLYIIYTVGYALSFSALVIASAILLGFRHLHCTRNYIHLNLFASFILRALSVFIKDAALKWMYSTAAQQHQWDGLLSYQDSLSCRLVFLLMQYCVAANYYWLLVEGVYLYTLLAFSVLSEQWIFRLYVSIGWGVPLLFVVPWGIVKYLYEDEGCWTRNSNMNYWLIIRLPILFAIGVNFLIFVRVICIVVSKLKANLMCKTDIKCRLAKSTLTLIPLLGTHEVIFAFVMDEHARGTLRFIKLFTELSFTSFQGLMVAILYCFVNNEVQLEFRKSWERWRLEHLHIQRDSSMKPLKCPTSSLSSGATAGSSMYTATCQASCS
KB-3-1 cytotox – kills parental KB-3-1 adenocarcinoma cells; KB-3-1 viability, CellTiter-Glo ATP luminescence, 72 h; Potency, µM (top dose mostly 46.1 µM), without a hit: at the top dose activity change, negative = cytotoxic, most hits filed as cytotoxic; 400,000 compounds, 1.4% hits; also: potency is read from the fitted curve at half-maximal effect; % is scaled to controls: 0 for no effect and ±100 for the full control effect; nearly all actives have a fitted effect of over 60% in size
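Viability of parental KB-3-1 cells, measured by CellTiter-Glo luminescence, followed a 72 h incubation at 37 °C with pinned compounds in phenol-red-free DMEM containing 10% FBS.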
DRD3 agonist – activates the human D3 dopamine receptor; D3R DiscoveRx beta-arrestin cells, luminescence, 90 min; max activation, %; 410,000 compounds, 0.58% hits; AID 652048; in the data active = max activation above about 30%; also: 0% is about no effect; mostly tested at two doses, the higher about 12 µM
Target sequence (P35462 whole entry, looked up): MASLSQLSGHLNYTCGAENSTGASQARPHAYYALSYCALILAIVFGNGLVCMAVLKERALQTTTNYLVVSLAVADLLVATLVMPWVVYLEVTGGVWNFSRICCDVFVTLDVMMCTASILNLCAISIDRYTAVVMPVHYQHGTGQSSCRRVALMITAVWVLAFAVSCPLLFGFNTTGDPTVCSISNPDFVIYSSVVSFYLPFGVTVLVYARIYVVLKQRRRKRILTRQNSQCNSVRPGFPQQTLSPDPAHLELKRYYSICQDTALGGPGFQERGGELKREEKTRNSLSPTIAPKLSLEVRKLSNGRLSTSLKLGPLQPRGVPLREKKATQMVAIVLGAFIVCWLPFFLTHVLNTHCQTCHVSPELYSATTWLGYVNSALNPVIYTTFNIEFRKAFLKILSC
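Cells at 1500/well, incubated overnight, then treated with pinned compounds (dopamine as control) for 90 min at 37 degrees C. DiscoveRx reagent added for 30 - 60 minutes at room temperature; luminescence read.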
D3 antag – blocks the human D3 dopamine receptor. AID 652054. P35462. D3R cells, DiscoveRx beta-arrestin luminescence, antagonist mode; hits give low values. max response, negative = inhibition, %. 360,000 compounds, 2.5% hits; in the data active = max response below about -50%; inconclusive = no clear call, values can overlap the other calls; also: % is scaled to controls: 0 for no effect and ±100 for the full control effect; mostly tested at two doses, the higher about 12 µM
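Cells expressing the human receptor were seeded at 1500 cells/well, incubated overnight at 37 degrees C in 5% CO2, then exposed to library compounds with dopamine controls for 90 minutes at 37 degrees C before luminescent detection.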
Active calls of the source: *; i = inactive; ? = inconclusive; nt = not tested or not shown; & = joins results of further samples; [ ] = another dose, or the depositor's remark. Unless noted, calls follow the shape of the dose curve; as a rule, active = well fitted curve in the direction sought with a large enough effect; inconclusive = small, poorly fitted or top-dose-only effect, or another doubt; inactive = no such curve, though single readings can be large; an effect the other way counts as inactive or inconclusive.

SMILES	IL-1B inflam inh	HT1080-NT tox	KB-V1 MDR tox	HT1080 IDH1KD tx	SW480 rereplic	GLP-1R agonist	KB-3-1 cytotox	DRD3 agonist	D3 antag
COc1ccc(CCNc2nc(=S)[nH]c3cc(OC)c(OC)cc23)cc1OC	15	-6%	12%	1%	-2%	9%	-6%	1	16
O=C(N/N=C\c1ccc(-c2ccc([N+](=O)[O-])cc2)o1)c1ccc2c(c1)OCO2	4	10%	-16%	11%	-6%	-7%	13%	7	2
COc1ccc(F)cc1C(=O)C1CCCN(C(=O)c2ccccc2N(C)C)C1 (configuration not stated)	-8	?	-19%	-1%	?	0%	?	-10	4
O=C(Oc1ccc(C(=S)N2CCOCC2)cc1)c1ccc(F)cc1	26	-17%	0%	-18%	-1%	-9%	10%	-8	-8
CCOc1cc(NC(=S)NC)c(OCC)cc1NC(=O)c1ccc(OC)cc1	3	11%	-8%	22%	-2%	14%	12%	0	6
CC(OC(=O)c1cc(=O)[nH]c2ccccc12)C(=O)Nc1ccccc1F (configuration not stated)	0	4%	0%	6%	-5%	0%	2%	-6	-9
COc1cc(/C=C/C(=O)Oc2coc(CSc3ncccn3)cc2=O)cc(OC)c1OC	9	3%	2%	14%	4%	-5%	2%	4	-2
COc1ccc2c(C=Nc3c(C)n(C)n(-c4ccccc4)c3=O)c(O)n(Cc3ccco3)c(=O)c2c1	-17&8	13%&1%	2%&-2%	6%&1%	-1%&8%	2%&4%	-6%&-1%	-6&-10	-6&10
COc1cc(/C=N/N(C)C2=NS(=O)(=O)c3ccccc32)cc(OC)c1OC	?	4%	9%	21%	-3%	19%	13%	-2	-6
CCc1cc(CNC(=O)c2ccc(OC3CCN(C(C)=O)CC3)c(OC)c2)on1	53	-17%	?	-4%	-9%	0%	?	18	30
Cc1csc(NC(=O)CCC(=O)N(CC(=O)NC2CCCCC2)c2ccccc2)n1	-8	-14%	?	1%	0%	12%	5%	4	2
Nc1cc(=O)[nH]c(SCC(=O)Nc2cccc(Cl)c2)n1	-9	6%	4%	4%	-14%	-3%	-8%	6	0
Cc1cccc2nc(-c3ccco3)c(Nc3ccc4c(c3)OCCO4)n12	-12	26%	?	-4%	-12%	3%	-7%	3	-8
Cc1ccc(C)c(N2CCN(C(=O)CSc3ccsc3[N+](=O)[O-])CC2)c1	?	2%	-6%	3%	17%	1%	0%	5	-12
C=CCOc1ccc(Cl)cc1C(=O)O	29	2%	?	0%	-2%	-14%	4%	2	1
Cc1ccc(C)c(-c2nnc(NC(=O)c3ccc([N+](=O)[O-])o3)o2)c1	-10	?	-11%	?	?	-2%	?	-6	-18
CCOc1ccc(CN2CCNC(=O)C2CC(=O)NCCCC2CCCC2)cc1 (configuration not stated)	-18	3%	-24%	-1%	1%	9%	-4%	0	3
CCc1cccc2c(C(=O)CSc3nnc(-c4ccoc4C)n3C)c[nH]c12	-18	-21%	-25%	-18%	-1%	-14%	4%	0	-2
COCCNC(=O)C1(C)CCCN(C(=O)c2ccccc2C(F)(F)F)C1 (configuration not stated)	26	?	2%	25%	nt	2%	0%	4	10
O=C(N/N=C/c1coc2ccccc2c1=O)c1cccc([N+](=O)[O-])c1	3	2%	0%	-1%	-4%	0%	7%	9	6
c1ccc(OCCNc2nc(NCC3CC3)nc3ccsc23)cc1	?	21µM*	?	?	nt	-2%	0%	-2	14
CS(=O)(=O)N(CC(=O)NC1CCCCC1)Cc1ccc(F)cc1	-7	3%	?	0%	-1%	3%	-2%	-10	-12
O=S(=O)(c1ccc(Cl)c(NC(=S)N/N=C/c2c(F)cccc2F)c1)N1CCOCC1	-17	-14%	-17%	-15%	?	15%	-24%	8	8
Cc1cc(C(=O)CSc2nc3ccc(Cl)cc3[nH]2)c(C)n1CC1CCCO1 (configuration not stated)	-12	-18%	0%	?	?	-11%	0%	4	10
Cc1ccc2c(c1)COc1c3ccc(C(=O)N4CCCCC4)cc3nn1-2	-17	5%	?	15%	-11%	14%	-22%	9	12
Cc1cc(Cl)ccc1NC(=S)NCc1ccc(S(N)(=O)=O)cc1	17	2%	2%	2%	-31%[inhibitor]	7%	0%	-1	-18
Cn1nc(C(F)(F)F)c(-c2ccc(Br)cc2)c1NC(=O)Nc1ccc(F)cc1F	nt	?	?	18µM*	-1%	4%	?	3	9
Cc1ccc(C2(C)NC(=O)N(CC(=O)N3CCc4ccccc43)C2=O)cc1 (configuration not stated)	12	-10%	?	-2%	-2%	-5%	-10%	-9	-28
Cc1ccc(NC(=O)CCC(=O)OCC(F)(F)C(F)F)cc1	-5	-4%	8%	-3%	4%	-1%	-3%	-2	-20
CC(NC(=O)COC(=O)Cn1cnc2ccccc2c1=O)C1CC2CCC1C2 (configuration not stated)	-7	-1%	-2%	-3%	-1%	4%	-1%	-10	33
Cc1ccccc1NC(=O)COC(=O)c1ccc(CSc2ccc(Cl)cc2)cc1	24	12%	8%	11%	-5%	1%	6%	11	42
CC1(C(=O)Nc2ccc3c(c2)OCCO3)CCN1C(=O)c1cccc(F)c1 (configuration not stated)	-7	6%	3%	1%	nt	1%	0%	5	23
CC(C)C(C(=O)NCc1ccco1)N(C(=O)CNS(=O)(=O)c1ccccc1)C1CCCC1 (configuration not stated)	0	18%	0%	25%	-1%	-6%	-1%	5	0
Cc1c(CN2CCC(n3nccc3NC(=O)C3CC3)CC2)[nH]c2ccccc12	-2	-3%	7%	-3%	-5%	5%	-6%	-4	-29
CCOC(=O)c1oc2ccccc2c1COC(=O)CNC(=O)c1ccccc1OC	23	5%	2%	-2%	0%	?	0%	2	18
Cc1ccc2nc(SCC(=O)NCc3ccccc3)nc(=O)n2c1	-16	6%	-10%	17%	-2%	5%	-18%	-11	10
O=C(NCCN1CCNC1=O)c1ccc2sc([C@H]3C[C@H](O)[C@@H](CO)O3)nc2c1	-86*	1%	4%	17%	nt	1%	0%	4	9
NC(=O)C1CCN(C(=O)CCc2nc3ccccc3c(=O)[nH]2)CC1	34	10%	2%	-3%	-4%	-4%	8%	-1	11
O=C(N/N=C/c1ccncc1)c1ccc(NC(=O)c2ccc(Cl)cc2)cc1	10	-27%	-1%	-14%	4%	12%	14%	-2	-11
Cc1nc(C)c(-c2ccc(SCC(=O)Nc3ccccc3)nn2)s1	i	-13%	?	-21%	-3%	22%	?	11	18
Cc1cc(CNC(=O)COc2ccccc2F)c2ccccc2n1	59	-1%	2%	1%	-11%	9%	-22%	1	3
CC(C)c1ccc(NC(=O)c2ccc(NS(C)(=O)=O)cc2)cc1	-10	?	-23%	-25%	5%	5%	-6%	0	-3
COc1ccc2[nH]cc(CCNC(=O)COc3cc(C)cc4oc(=O)cc(C)c34)c2c1	-14	-2%	0%	-2%	-3%	-1%	0%	-8	-10
COc1ccc(-n2nc(C(=O)NCC(=O)NCc3ccc(F)cc3)c3ccccc3c2=O)cc1OC	1	?	10%	?	22%	15%	-23%	9	20
CCOCCn1c(=NC(=O)c2ccc(S(=O)(=O)N3CCOCC3)cc2)sc2cc(S(N)(=O)=O)ccc21	43	0%	?	-11%	-4%	2%	0%	1	57

Reprinted at random: 3 compounds from above, in no set order.
SMILES	IL-1B inflam inh	HT1080-NT tox	KB-V1 MDR tox	HT1080 IDH1KD tx	SW480 rereplic	GLP-1R agonist	KB-3-1 cytotox	DRD3 agonist	D3 antag
COc1ccc2[nH]cc(CCNC(=O)COc3cc(C)cc4oc(=O)cc(C)c34)c2c1	-14	-2%	0%	-2%	-3%	-1%	0%	-8	-10
Cc1nc(C)c(-c2ccc(SCC(=O)Nc3ccccc3)nn2)s1	i	-13%	?	-21%	-3%	22%	?	11	18
COc1ccc(-n2nc(C(=O)NCC(=O)NCc3ccc(F)cc3)c3ccccc3c2=O)cc1OC	1	?	10%	?	22%	15%	-23%	9	20

The listing picks up, starting two compounds before the break.
SMILES	IL-1B inflam inh	HT1080-NT tox	KB-V1 MDR tox	HT1080 IDH1KD tx	SW480 rereplic	GLP-1R agonist	KB-3-1 cytotox	DRD3 agonist	D3 antag
COc1ccc(-n2nc(C(=O)NCC(=O)NCc3ccc(F)cc3)c3ccccc3c2=O)cc1OC	1	?	10%	?	22%	15%	-23%	9	20
CCOCCn1c(=NC(=O)c2ccc(S(=O)(=O)N3CCOCC3)cc2)sc2cc(S(N)(=O)=O)ccc21	43	0%	?	-11%	-4%	2%	0%	1	57
COc1ccccc1CN1CCCC(CNC(=O)c2cccc3ccccc23)C1 (configuration not stated)	-21	-21%	-23%	-8%	-6%	-2%	0%	-4	28
Fc1ccccc1NC(=S)NCc1ccc2c(c1)OCO2	10	2%	19%	5%	-5%	0%	8%	1	-19
CCOC(=O)C(=CNc1ccc(Oc2cccnc2)nc1)C(=O)OCC	24	14%	-5%	15%	2%	-2%	14%	2	22
Cc1cccc(N(C(=O)c2csnn2)C(C(=O)NC2CCCCC2)c2ccncc2)c1 (configuration not stated)	29	14%	?	12%	1%	3%	?	-8	-16
COc1ccccc1NC(=O)C1=C(C)NC2=C(C(=O)CCC2)C1c1ccc(C)o1 (configuration not stated)	38	0%	-15%	10%[9.24 µM]	10%	1%	-1%	4	6
CCCc1[nH]nc2c1C(c1cccc(OC(=O)c3ccco3)c1)C(C#N)=C(N)O2 (configuration not stated)	-62*	0%	10%	?	?	-4%	4%	-2	-2
CCCN(C(=O)COC(=O)CCOc1ccccc1)c1c(N)n(Cc2ccccc2)c(=O)[nH]c1=O	?	-3%	7%	-1%	-1%	1%	0%	4	32
COC(=O)c1ccccc1NC(=S)NC(=O)c1ccccc1C	-8	7%	-6%	?	?	-13%	0%	1	-14
COc1ccc(-c2nc(CCNC(=O)c3ccc(Br)o3)cs2)cc1	-22	-4%	0%	-3%	12%	16%	5%	-10&3	62
COC(=O)c1ccc(CSc2nnc(Nc3ccc(C)cc3)s2)o1	-5	8%	3%	2%	-5%	11%	24%	-2	2
CC1(C)NC(=O)N(CC(O)CN(c2ccccc2)S(=O)(=O)c2ccccc2[N+](=O)[O-])C1=O (configuration not stated)	7	7%	-2%	22%	3%	3%	-1%	-12	3
